# SENP8 block-1 = inhibitors of human SENP8 protease. 0.64% of 360,000 active. inhibition, % at 20 µM. AID 602440. recombinant SENP8, Nedd8 substrate fluorescence; in the data active = inhibition mostly above about 40%, no sharp cut-off; inactive = mostly below about 27%
# Target sequence (Q96LD8 whole entry, looked up): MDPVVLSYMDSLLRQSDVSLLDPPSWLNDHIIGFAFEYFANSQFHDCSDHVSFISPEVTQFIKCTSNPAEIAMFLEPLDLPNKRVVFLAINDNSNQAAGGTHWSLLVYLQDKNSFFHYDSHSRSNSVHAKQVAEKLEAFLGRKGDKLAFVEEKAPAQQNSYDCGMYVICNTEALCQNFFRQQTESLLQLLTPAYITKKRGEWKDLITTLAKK
# Apaf1 inhib = blocks human Apaf-1 apoptosome activity; O14727; reconstituted apoptosome caspase-3 activity, DEVD-Rh110 fluorescence; inhibition, % at 20 µM; 0.71% of 330,000 active; active = inhibition of at least 40% at 20 µM;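 note: plate controls were DMSO wells for no effect and DEVD-CHO caspase inhibitor wells for full effect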
#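 Material: reconstituted apoptosome with Apaf-1, cytochrome c, caspase-9, procaspase-3, dATP. Technique: Rh110 fluorescence intensity. Buffer or medium: pH 7.5 Hepes buffer with CHAPS, BSA, DTT. Times: 30 min plus 50 min, RT.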
# SENP6 inh = blocks the human protease SENP6; Q9GZR1; Recombinant SENP6 catalytic domain, aminoluciferin luminescence; inhibition, % at 10 µM; 1.8% of 330,000 active;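 active = inhibition above about 50% at the single tested dose, limit read from the data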;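 note: plate controls were DMSO wells with enzyme for no effect and DMSO wells lacking enzyme for full effect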
# Target sequence (Q9GZR1 628-1112 limits assumed): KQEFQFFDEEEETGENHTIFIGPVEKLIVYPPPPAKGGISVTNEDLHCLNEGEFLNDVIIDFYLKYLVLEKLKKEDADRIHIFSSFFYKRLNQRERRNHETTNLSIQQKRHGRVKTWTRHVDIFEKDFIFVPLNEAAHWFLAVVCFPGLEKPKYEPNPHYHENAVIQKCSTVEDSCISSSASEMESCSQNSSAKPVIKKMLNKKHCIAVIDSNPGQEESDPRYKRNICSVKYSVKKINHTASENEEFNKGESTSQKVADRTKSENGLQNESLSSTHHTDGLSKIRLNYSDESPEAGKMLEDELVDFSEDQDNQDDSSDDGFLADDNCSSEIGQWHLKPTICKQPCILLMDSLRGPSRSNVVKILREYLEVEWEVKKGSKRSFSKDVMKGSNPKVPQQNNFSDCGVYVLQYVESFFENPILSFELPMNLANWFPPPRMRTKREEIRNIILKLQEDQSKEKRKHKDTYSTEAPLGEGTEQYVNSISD
# HKDC1 inh = HKDC1 (human) hexokinase inhibition; Q2TB90; recombinant HKDC1, G6PDH/diaphorase resazurin coupled fluorescence; inhibition, % at 20 µM; 0.16% of 340,000 active; AID 493160;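 active = inhibition above about 35% when tested at 20 µM, limit read from the data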;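 note: plate controls were DMSO wells with enzyme for no effect and DMSO wells lacking enzyme for full effect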
#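 Assay system: in-house recombinant HK5 (HKDC1) enzyme. Input: HKDC1 at 5 µg/mL. Medium: Tris pH 8.0 buffer with MgCl2, Tween-20, BSA, BME. Dosing: single 20 µM dose. Schedule: 90 min reaction incubation at room temperature, dark. Signal: resazurin-to-resorufin fluorescence via G6PDH and diaphorase coupling, 525/613 nm. Controls: DMSO-enzyme wells negative, buffer-substituted wells positive.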
# PfG6PD inh = PfG6PD (Plasmodium falciparum) enzyme inhibition | PfGluPho enzyme, NADPH resazurin-diaphorase fluorescence | inhibition, % at 20 µM | 0.78% of 350,000 active | AID 504690;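 active = inhibition reaching at least a set limit at 20 µM in the primary screen, cut at about 59% in these data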;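 note: 0% = DMSO wells with substrate and 100% = DMSO wells lacking glucose-6-phosphate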
# SENP8 block-2 = blocks the human protease SENP8; purified SENP8, Z-RLRGG-aminoluciferin cleavage, luminescence; AID 2540; 1.2% of 330,000 active; inhibition, % at 10 µM; Q96LD8; in the data active = inhibition above about 50%
# SENP7 block = inhibitors of human SENP7 protease | Q9BQF6 | recombinant SENP7, Z-RLRGG-aminoluciferin luminescence, 40 min | 1.5% of 330,000 active | inhibition, % at 5 µM | AID 434973;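 active = inhibition above about 50% at the single test dose, limit read from the data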;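 note: plate controls were DMSO with enzyme for no effect and no enzyme buffer wells for full effect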
# SENP1 FRET inh = SENP1 (human) catalytic domain inhibition. 0.21% of 360,000 active. inhibition, % at 10 µM. recombinant SENP1 catalytic domain, CyPet-SUMO1-YPet FRET cleavage. AID 624204;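 active = inhibition at least 30% at 10 µM, raw YFP signal under a set limit, fluorescence ratio 0.5 to 1.5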;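 note: 0% = enzyme with DMSO and 100% = no enzyme wells; some results filed as inactive read as strong as hits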
# Target sequence (Q9P0U3 419-644 limits assumed): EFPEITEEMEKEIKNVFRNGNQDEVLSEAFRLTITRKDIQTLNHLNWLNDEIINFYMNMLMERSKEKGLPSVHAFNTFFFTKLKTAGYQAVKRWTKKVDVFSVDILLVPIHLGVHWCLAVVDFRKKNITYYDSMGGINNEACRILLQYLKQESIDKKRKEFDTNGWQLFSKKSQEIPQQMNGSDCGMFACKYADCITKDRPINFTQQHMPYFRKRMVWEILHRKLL
#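 Compound: 10 µM single point, 0.5% DMSO; Test system: hSENP1 catalytic domain, recombinant; Timing: 50 min reaction at room temperature; Technique: FRET, CFP and YFP emission; Control set: no-enzyme wells low, DMSO-plus-enzyme wells high control.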
# * marks the source's active call; other numbers are inactive results; i = inactive; · = no result given.
# Below each SMILES: SENP8 block-1, Apaf1 inhib, SENP6 inh, HKDC1 inh, PfG6PD inh, SENP8 block-2, SENP7 block, SENP1 FRET inh
Cc1ccc(N2CC(C(=O)OCC(=O)c3ccc(C)c([N+](=O)[O-])c3)CC2=O)cc1 (stereo not drawn)
→ 13, 6, -5, -8, 8, -6, -6, 3
COc1ccc2[nH]c3c4c(ccc3c2c1)C(=O)C=CC4=O
→ -279, 45*, 11, 51*, 90*, 6, -7, -147
Cc1cc(-c2nnc(SCC(=O)Nc3cccc(C)c3C)n2N)n[nH]1
→ -8, -10, 15, -4, 12, 4, 0, -3
CC(=O)/C=C(\C)N=Nc1c(O)[nH]c2ccccc12
→ 26, -20, -19, 0, 14, -12, -4, 17
CCc1cc(C(=O)c2ccccc2OC)c(N)s1
→ 7, 7, -4, -5, 5, -3, 0, -18
CCCn1nnc(NC(=O)c2ccc(Br)cc2)n1
→ 12, -13, -7, -10, 3, -19, -12, 5
CSCCCNC(=S)Nc1cccc(S(=O)(=O)NC2=NCCC2)c1
→ 12, -1, -20, -5, 6, -8, -7, 2
O=C(NNC(=O)c1cccs1)c1cccnc1
→ 16, -1, -17, -7, 2, 10, 0, 3
O=C(NCCNC(=O)c1ccco1)c1cccc(F)c1
→ 25, 3, -5, -7, -3, -1, 2, 1
O=C1C(=O)N(CCCn2ccnc2)C(c2ccc(Br)cc2)/C1=C(\O)c1ccc2c(c1)OCCO2 (stereo not drawn)
→ -7, 10, -2, -1, -8, -1, 4, 3
N#CCC(=O)Nc1ccc(C(=O)OCC(=O)NC(=O)Cc2ccccc2)cc1
→ -2, 9, -12, -4, -12, -14, 6, 0
O=C(COC(=O)CCS(=O)(=O)c1ccccc1)Nc1cc(S(=O)(=O)N2CCCCC2)ccc1Cl
→ 2, 7, -3, -3, -6, 8, -9, 1
O=C(c1ccc(COc2ccccc2)o1)N1CCN(S(=O)(=O)c2ccccc2Cl)CC1
→ 0, 11, 1, 5, -3, -6, 4, 1
Cn1cnnc1SCC(=O)NC1CCCCCC1
→ 4, -5, -6, 1, -12, -6, -4, 0
CCCCOc1ccc(N(CC(=O)NC(C)C)C(=O)CCC(=O)Nc2ccccn2)cc1
→ 9, 7, -7, -6, -10, 0, 0, -1
Oc1ccccc1N1CCN(C(=S)NCCc2ccccc2)CC1
→ 6, 1, -4, 11, 22, 3, 8, -1
CCCCCC(=O)NNC1CC(=O)N(c2ccccc2)C1=O (stereo not drawn)
→ 16, -18, -21, -7, 3, 0, 2, 2
CCn1c(/N=C/c2ccc(OC)cc2O)nc2ccccc21
→ -42, -4, -10, 4, 5, 5, 8, -1
COc1ccc(NS(=O)(=O)c2cccc(C(=O)NCC(c3ccccc3OC)N3CCCC3)c2)cc1 (stereo not drawn)
→ 8, 23, -5, 1, -14, -2, 10, -5
OC(COCc1ccccc1)CN1CCc2ccccc2C1 (stereo not drawn)
→ 27, -1, 1, -8, 28, 0, -1, 2
CC(C)c1nc(C#N)c(N2CCOCC2)o1
→ 14, -3, -2, -5, -3, 1, 0, 2
O=C(CCN1C(=O)COc2ccccc21)NCCCN1CCN(c2ccc(F)cc2)CC1
→ 13, -14, -9, -7, -4, 6, 37, 0
CC1(C)CC(=O)C(CC(=O)NC2CCCc3ccccc32)C(=O)C1 (stereo not drawn)
→ 14, -6, -5, -9, 20, 2, 2, 1
COCCC(=O)N1CCC(Oc2ccc(C(=O)NCCSC)cc2)CC1
→ 26, -6, 4, -4, -4, -7, -13, -1
CCOC(=O)c1c(-c2ccc(F)cc2)csc1NC(=O)c1c(-c2ccccc2)noc1C
→ -18, 12, -2, -7, 15, 0, 0, -19
COc1ccc(/C=C/C(=O)OCC(=O)NC2CCCC(C)C2C)c(OC)c1 (stereo not drawn)
→ -99, 24, -2, -2, -8, -8, -2, -2
O=C(O)c1ccc(-c2ccco2)n1Cc1ccccc1
→ 2, 8, -3, -3, -5, -5, -6, 8
CCOc1ccc(CCN2C(=S)N([C@@H](CC(C)C)CN3CCCC3CN3C(=S)NC[C@@H]3Cc3ccc(O)cc3)C[C@@H]2Cc2ccccc2)cc1 (stereo partly drawn)
→ 6, ·, ·, -3, 9, ·, ·, 1
O=C(O)c1ccc(NC(=O)c2cccc(NC(=O)c3cccs3)c2)cc1
→ 6, -7, 0, -1, 4, 1, 4, 0
CN(CCc1ccccn1)C(=O)CCC1CCCN(C(=O)c2cscn2)C1 (stereo not drawn)
→ 6, -25, -5, 5, -24, -2, -6, 2

# Continued:
# Below each SMILES: SENP8 block-1, Apaf1 inhib, SENP6 inh, HKDC1 inh, PfG6PD inh, SENP8 block-2, SENP7 block, SENP1 FRET inh
CC(=O)Nc1cccc(C(=O)N/N=C/c2cccc(C)n2)c1
→ 21, 5, -6, -7, 6, 6, 8, -10
O=C(O)c1ccc(S(=O)(=O)NCc2cccnc2)cc1
→ 9, 3, -19, -5, -11, 1, -4, -1
CCOC(=O)c1[nH]c(C)c(C(=O)OCC(=O)Nc2sc3c(c2C#N)CCCCC3)c1C
→ -10, -7, -22, 0, 2, 1, -1, -4
Cc1ccc(-c2nc(NCc3ccco3)n(C(=O)c3ccco3)n2)cc1
→ -19, -2, 5, 0, 7, 1, 2, 4
COc1ccccc1-c1noc(CCC(=O)Nc2ccccc2Cl)n1
→ 17, -14, -4, 4, 41, -2, 0, 2
CCCc1nnc(NC(=O)c2c(O)c3c([nH]c2=O)CCCC3)s1
→ -26, 0, -24, 3, 11, -3, -9, 3
CC(C)CC(NC(=O)OC(C)(C)C)C(=O)NCc1ccccc1 (stereo not drawn)
→ 17, -2, -15, -2, -6, -6, -5, 1
C=CCOc1ccc(/C=C/C(=O)OCC(=O)N2CCN(C(C)=O)CC2)cc1
→ -7, -1, 2, 1, -16, 1, 0, 2
O=C1CC(c2ccccc2)CC(O)=C1C=NC1CCCCCC1 (stereo not drawn)
→ 14, -5, -10, -6, -8, -4, 5, 1
CCCCOc1ccc(C(=O)NCC(=O)NC2CCC(C)CC2)cc1 (stereo not drawn)
→ 2, -5, 5, -3, -4, 2, 1, 0
COc1ccc(OCC(=O)c2c(O)c3ccccc3oc2=O)cc1
→ -38, -5, 24, 6, 14, 8, -8, -4
O=C(NCCS(=O)(=O)NCc1ccco1)c1ccccc1
→ 3, 0, -15, -6, -12, -4, -8, 1
COC(=O)c1ccc(C)c(NC(=O)CCc2ccc(OC)c(OC)c2)c1
→ 12, 0, -6, -6, 1, -8, 3, 2
COC(=O)c1cc2ccccn2c2c(C(=O)OC)c(C(=O)OC)cc1-2
→ 25, 16, -22, 8, 7, 5, 3, -40
O=S(=O)(c1ccc(F)cc1)N1CCN(C(=S)NC2CC2)CC1
→ 8, ·, ·, 2, -1, ·, ·, 1
COc1ccccc1C#Cc1ccc2c(=O)c3ccccc3n(C)c2c1
→ i, 30, 7, 2, -1, -4, -12, -27
CS(=O)(=O)Oc1ccc2c(c1)O/C(=C\C=C\c1ccccc1)C2=O
→ -23, 5, -9, -2, 0, 6, 6, -45
O=[N+]([O-])c1ccc(Cl)c(/C=N/n2c(-c3ccncc3)n[nH]c2=S)c1
→ 35, -2, 7, 6, 21, 3, 3, 0
C/C(=N\NC(=O)c1ccc(Br)cc1)c1cccnc1
→ 6, -11, -2, -5, 9, -6, -14, 1
O=C(COC(=O)c1oc2ccccc2c1COc1ccccc1)NCCN1C(=O)CSC1=O
→ 8, 12, -7, 15, -9, 1, 8, 2
O=C(N/C(=C\c1ccco1)C(=O)N1CCOCC1)c1ccccc1Cl
→ 15, -3, 22, -7, 9, 8, 4, 0
O=c1[nH]cnc2ncc(-c3ccc(O)cc3)nc12
→ -23, -4, -16, -1, 3, -3, -1, -1
C/C(=N/NC(=O)c1ccccc1)c1ccc(NC(=O)C(F)(F)F)cc1
→ 14, -11, -8, -5, 1, -16, -12, 1
Cc1ccc(C2(c3noc(CN4CCC(C(=O)N5CCOCC5)CC4)n3)CCCC2)cc1
→ 12, -22, -40, -3, 8, -1, 2, -1
O=C(CSCC(=O)Nc1ccccc1)N/N=C/c1c(O)ccc2ccccc12
→ -15, 8, -2, -10, 7, -18, -8, -28
CCOc1ccc2nc(COC(=O)c3ccco3)c(C(C)=O)[n+]([O-])c2c1
→ -141, -4, -1, -2, 11, 0, 2, -9
O=C(NCCCN1CCN(c2ccccc2F)CC1)C1CCC(=O)N1C1CCCC1 (stereo not drawn)
→ 17, -6, -14, -3, 8, 8, -10, 2
COC(=O)c1ccccc1NC(=O)c1ccc(NS(C)(=O)=O)cc1
→ -39, 1, -7, 1, -10, 5, 5, 2
O=C(NCc1ccccn1)c1ccc(-c2ccccc2)cc1
→ 7, 6, -1, 4, 4, -2, 1, -1
O=C(OCCc1cc2ccccc2c(=O)o1)c1ccc(C(F)(F)F)cc1
→ 8, 8, -16, 2, 6, -9, -7, 3

# Gathered by group, the entries above with a nitro group on carbon.
# Below each SMILES: SENP8 block-1, Apaf1 inhib, SENP6 inh, HKDC1 inh, PfG6PD inh, SENP8 block-2, SENP7 block, SENP1 FRET inh
Cc1ccc(N2CC(C(=O)OCC(=O)c3ccc(C)c([N+](=O)[O-])c3)CC2=O)cc1 (stereo not drawn)
→ 13, 6, -5, -8, 8, -6, -6, 3
O=[N+]([O-])c1ccc(Cl)c(/C=N/n2c(-c3ccncc3)n[nH]c2=S)c1
→ 35, -2, 7, 6, 21, 3, 3, 0

# Exported as labelled records: four of the compounds above.
> COc1ccccc1C#Cc1ccc2c(=O)c3ccccc3n(C)c2c1
- SENP8 block-1: i
- Apaf1 inhib: 30
- SENP6 inh: 7
- HKDC1 inh: 2
- PfG6PD inh: -1
- SENP8 block-2: -4
- SENP7 block: -12
- SENP1 FRET inh: -27

> CS(=O)(=O)Oc1ccc2c(c1)O/C(=C\C=C\c1ccccc1)C2=O
- SENP8 block-1: -23
- Apaf1 inhib: 5
- SENP6 inh: -9
- HKDC1 inh: -2
- PfG6PD inh: 0
- SENP8 block-2: 6
- SENP7 block: 6
- SENP1 FRET inh: -45

> O=[N+]([O-])c1ccc(Cl)c(/C=N/n2c(-c3ccncc3)n[nH]c2=S)c1
- SENP8 block-1: 35
- Apaf1 inhib: -2
- SENP6 inh: 7
- HKDC1 inh: 6
- PfG6PD inh: 21
- SENP8 block-2: 3
- SENP7 block: 3
- SENP1 FRET inh: 0

> C/C(=N\NC(=O)c1ccc(Br)cc1)c1cccnc1
- SENP8 block-1: 6
- Apaf1 inhib: -11
- SENP6 inh: -2
- HKDC1 inh: -5
- PfG6PD inh: 9
- SENP8 block-2: -6
- SENP7 block: -14
- SENP1 FRET inh: 1
